Screens: PubChem, several laboratories
KCNK9 inh: human KCNK9 channel inhibition | Q9NPC2 | HEK293 KCNK9, FluxOR thallium flux fluorescence; stronger effect = lower value | B-score at 10 µM | 310,000 tested, 1.2% active;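 active = ratio B-score over 3 SD below the library mean, with starting fluorescence within 5 SD of its mean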;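 also: negative B-score means less thallium flux so channel inhibition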
Target sequence (Q9NPC2 whole entry, looked up): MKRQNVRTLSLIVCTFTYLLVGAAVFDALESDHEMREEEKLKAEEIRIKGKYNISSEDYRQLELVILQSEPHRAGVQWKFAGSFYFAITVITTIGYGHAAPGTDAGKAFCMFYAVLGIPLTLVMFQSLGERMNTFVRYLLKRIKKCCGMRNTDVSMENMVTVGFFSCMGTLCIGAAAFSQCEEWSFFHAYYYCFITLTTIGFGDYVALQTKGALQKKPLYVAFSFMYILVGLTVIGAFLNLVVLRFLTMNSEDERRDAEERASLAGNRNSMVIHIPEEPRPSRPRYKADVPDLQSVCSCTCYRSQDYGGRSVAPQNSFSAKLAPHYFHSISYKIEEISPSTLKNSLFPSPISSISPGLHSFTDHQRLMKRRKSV
PolyA inh: yeast polyadenylation inhibition. 300,000 tested, 0.02% active. calls only at 12 µM. S. cerevisiae SKY197-pL101 polyadenylation reporter, beta-gal luminescence; efflux-impaired pdr1/pdr3 knockout yeast; score 100 = 6 SD above DMSO;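 active = lowest replicate activity score at least 50, where 100 means six control SD above control mean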;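 also: yeast exposed to compound for 9 h at 30 °C; higher score means more reporter readthrough which indicates perturbed polyadenylation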
hERG rescue: compounds protecting human hERG from proarrhythmic drug block. Q12809. activation (rescue from dofetilide block), less the hit threshold, % at 10 µM. CHO-hERG, FluxOR thallium flux, dofetilide IC70 present. AID 1511. 310,000 tested, 0.51% active;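 active = activation above the mean of controls blocked by dofetilide plus 5 SD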;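 also: thallium influx through hERG after potassium depolarization seen as dye fluorescence rise; in these data hits start at about 4.7%; inactives centre near -7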
KCNQ1 block: inhibitors of human KCNQ1 potassium channel | P51787 | CHO-K1 KCNQ1, FluxOR thallium flux fluorescence; stronger effect = higher value | B-score at 10 µM | 310,000 tested, 1.3% active | AID 2642;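 active = compounds whose thallium flux B-score, printed positive for inhibition, exceeds three library SD while starting fluorescence stays within three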;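 also: channel opened by potassium depolarization with thallium stimulus after 20 min compound exposure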
GSK3beta inhib: blocks human GSK3beta kinase activity. P49841. GST-GSK3beta kinase, ADP-Glo luminescence, 60 min; stronger effect = lower value. activity score (negative = inhibition), % at 10 µM. 300,000 tested, 0.038% active;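 active = more than half of replicate wells score below -50%, meaning over 50% inhibition versus plate controls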;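 also: 0% = median DMSO wells and -100% = median GW8510 positive control wells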
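Test system: GST-fused GSK3beta enzyme, cell-free | Quantity: 1.6 ng GST-GSK3beta enzyme per well | Reagent: 25 µM ATP with peptide substrate | Schedule: 60 min enzyme reaction, room temperature | Signal: Luminescent ADP-Glo measurement of ADP formed | Read-out basis: Score relative to plate controls | Control set: DMSO and 20 µM GW8510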
RGS4 block: human RGS4 inhibition | HEK293 M3R/RGS4 inducible, Fluo-4 calcium flux; stronger effect = higher value; triggered by carbachol at its EC20 | B-score at 10 µM | P49798 | 310,000 tested, 0.45% active;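 active = B-score, a plate-corrected calcium signal, over three deviations above library mean, with baseline fluorescence within five deviations of library mean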;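 also: RGS4 expression induced by doxycycline in cells with stable M3 receptor; B-score is computed from the integrated fluorescence ratio over baseline after carbachol; higher B-score means a larger calcium signal and so more RGS4 inhibition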
Target sequence (P49798 whole entry, looked up): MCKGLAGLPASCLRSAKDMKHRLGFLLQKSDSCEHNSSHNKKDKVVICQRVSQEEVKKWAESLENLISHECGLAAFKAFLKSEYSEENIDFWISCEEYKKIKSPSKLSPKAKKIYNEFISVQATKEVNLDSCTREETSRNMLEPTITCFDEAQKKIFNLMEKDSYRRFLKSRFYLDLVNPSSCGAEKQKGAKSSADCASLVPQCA
DYRK1A inh: inhibitors of rat Dyrk1A kinase; Q63470; ADP-Glo luminescence, NFATc1 peptide; inhibition, % at 12.5 µM; 310,000 tested, 0.43% active; AID 504441; in the data active = inhibition above about 50%;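 also: plate controls were vehicle with enzyme for no effect and no enzyme for full effect; many of its hits are not listed in these tables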
KCNK3 inh: human KCNK3 channel inhibition, primary screen | 340,000 tested, 0.84% active | B-score at 10 µM | AID 602410 | CHO-KCNK3 thallium flux, FluxOR fluorescence; stronger effect = lower value;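 active = B-score under library mean minus 4 SD, starting fluorescence ratio at most library mean plus 5 SD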;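 also: more negative B-score means stronger inhibition of thallium flux through KCNK3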
Target sequence (O14649 whole entry, looked up): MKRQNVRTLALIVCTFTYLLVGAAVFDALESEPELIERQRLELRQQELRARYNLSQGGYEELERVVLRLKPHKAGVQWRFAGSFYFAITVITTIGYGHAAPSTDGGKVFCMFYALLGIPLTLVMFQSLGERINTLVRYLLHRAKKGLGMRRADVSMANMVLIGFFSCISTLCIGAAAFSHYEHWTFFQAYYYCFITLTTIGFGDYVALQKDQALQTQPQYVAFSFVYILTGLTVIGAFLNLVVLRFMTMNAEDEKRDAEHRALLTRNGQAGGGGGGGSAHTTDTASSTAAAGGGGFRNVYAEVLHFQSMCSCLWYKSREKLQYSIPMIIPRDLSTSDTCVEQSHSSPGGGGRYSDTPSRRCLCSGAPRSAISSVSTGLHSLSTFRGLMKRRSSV
GSK3 alpha inh: blocks human GSK-3 alpha kinase; inhibition, % at 10 µM; 320,000 tested, 0.1% active; P49840; ADP-Glo luminescence, 60 min;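 in the data active = inhibition above about 50%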;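 also: GST-tagged GSK-3 alpha with peptide substrate and 25 µM ATP; 0% = DMSO neutral wells and 100% = GW8510 positive control wells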
RGS4 act: potentiators or activators of RGS4; B-score at 10 µM; 310,000 tested, 0.92% active; HEK293 M3R/inducible RGS4, carbachol calcium flux Fluo4; stronger effect = lower value; AID 463111;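 active = B-score of the integrated calcium signal more than 4 SD below the library mean, with starting fluorescence not abnormally high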;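 also: negative B-score means reduced calcium response which marks RGS4 activation or potentiation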
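Assay system: HEK293 FlpIn-TREx cells, stable M3R, doxycycline-inducible RGS4 / Probe or stimulus: carbachol, ECmax concentration / Times: overnight RGS4 induction, 30 min dye load 37 °C, 20 min compound RT / Signal: kinetic calcium fluorescence imaging with Fluo4-AM dye, 2 µM / Measure: Agonist-evoked peak-minus-minimum fluorescence over baseline, integrated ratio, B score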
KCNQ1 act: potentiators or activators of human KCNQ1 potassium channel. AID 2648. B-score at 10 µM. P51787. CHO-K1 KCNQ1, thallium flux FluxOR fluorescence; stronger effect = higher value. 310,000 tested, 0.35% active;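 active = fluorescence ratio B-score, a plate-corrected score, at least three library SD, with initial intensity B-score within 5 SD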
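Material: CHO-K1 cells stably expressing KCNQ1. Medium: assay buffer for compound exposure, DMSO matched across wells. Reagent: K+/Tl+ depolarizing stimulus. Compound dosing: single-concentration screen. Times: 37 °C overnight plating, 90-min dark dye load, 20-min compound pretreatment. Technique: FluxOR Tl+ flux fluorescence.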
The depositor's hits bear a star; i = inactive; . = not tested or not shown. A portion of the library; rates above refer to the full screens.

SMILES | KCNK9 inh | PolyA inh | hERG rescue | KCNQ1 block | GSK3beta inhib | RGS4 block | DYRK1A inh | KCNK3 inh | GSK3 alpha inh | RGS4 act | KCNQ1 act
COc1ccc(C2CCCN2C(=O)Nc2ccc(C)c(C)c2)cc1OC (stereo not drawn) | i | i | -1 | i | 4 | i | -2 | i | -2 | i | i
N/C(=N\N=C\c1ccco1)SC1CC(=O)N(c2ccc(C(=O)O)cc2)C1=O (stereo not drawn) | i | i | -4 | i | 1 | i | 2 | i | -5 | i | i
COc1ccc(C)cc1NS(=O)(=O)c1cc(C)ccc1C | i | i | -3 | i | 0 | i | 4 | i | -3 | i | i
COc1ccc(C2Nc3ccccc3NC3=C2C(=O)CC(C)(C)C3)cc1OC (stereo not drawn) | i | i | -9 | i | 1 | i | -5 | i | 1 | i | i
COC(=O)c1cc(S(=O)(=O)N2CCCCC2)c[nH]1 | i | i | -6 | i | 2 | i | -5 | i | -2 | i | i
COc1ccc([N+](=O)[O-])cc1NC(=O)c1ccco1 | i | i | -24 | i | 4 | i | 15 | i | 0 | i | i
COc1cccc(CN2C(=O)c3ccccc3C2C(=O)NCC2CCCO2)c1 (stereo not drawn) | i | i | -11 | i | -1 | i | 3 | i | -2 | i | i
COc1ccc(NS(=O)(=O)c2ccc(OC)c(NC(=O)CCC3CCCCC3)c2)cc1 | i | i | -5 | i | 2 | i | -2 | i | -2 | i | i
CCCCOP(=O)(OCCCC)C(O)c1ccc(Br)cc1 (stereo not drawn) | i | . | -13 | i | 4 | i | -3 | i | -1 | i | i
c1coc(-c2ccnc(-n3cccc3)n2)c1 | i | i | -2 | i | 0 | i | . | i | . | i | i
CCC(C)NCCOCCOc1ccc(Cl)c2ccccc12 (stereo not drawn) | i | i | -15 | i | -4 | i | 17 | i | 4 | i | i
Cc1csc(C(C)NC(=O)c2ccc(OC3CCN(CCc4ccccc4)CC3)cc2)n1 (stereo not drawn) | i | i | -9 | i | 1 | i | -3 | i | 2 | i | i
COc1cccc(CN2CCN(Cc3ccc(O)c(OC)c3)CC2CCO)c1 (stereo not drawn) | i | i | -11 | i | 2 | i | 6 | i | -1 | i | i
[O-][n+]1onc2c1CCc1nnc(-c3ccccc3)cc1-2 | i | i | -5 | i | 1 | i | 3 | i | 2 | i | i
COC(=O)c1ccc(CSc2nnc(-c3ccncc3)n2Cc2ccccc2)o1 | i | i | -2 | i | -4 | i | 0 | i | -11 | i | i
Cc1cccc(C)c1NC(=O)NCCCN1CCN(c2ccccc2)CC1 | i | i | -8 | i | 1 | i | -6 | i | 1 | i | i
Cc1ccc([N+](=O)[O-])cc1NC(=O)CSc1nncn1-c1ccccn1 | i | i | -2 | i | -1 | i | -8 | i | -1 | i | i
COC(=O)C1C(=O)C=C(Nc2ccc(F)cc2F)CC1c1ccccc1 (stereo not drawn) | i | i | -9 | i | 1 | i | 4 | i | . | i | i
COc1cc(C2C(C(=O)Nc3ccc(F)cc3)=C(C)Nc3nc(CCCO)nn32)cc(OC)c1OC (stereo not drawn) | i | i | -4 | i | -4 | i | -14 | i | -1 | i | i
COc1ccc2ncc(S(=O)(=O)c3ccccc3)c(N3CCN(c4ccccc4)CC3)c2c1 | i | i | -5 | i | 2 | i | -2 | i | -3 | i | i
O=C(NCCOc1ccccc1)C1Nc2ccc(C(F)(F)F)cc2C2c3ccccc3CC12 (stereo not drawn) | i | i | -9 | i | -3 | i | 6 | i | 10 | i | i
O=C(CSc1ccc2nnc(CCNC(=O)c3ccccc3)n2n1)Nc1ccccc1F | i | i | -4 | i | 4 | i | . | i | 0 | i | i
Cc1nnc(Sc2cc(NCCO)c([N+](=O)[O-])c3nonc23)s1 | i | i | -36 | 8* | 3 | i | . | i | . | i | i
COc1ccccc1N1CCN(/N=C(\C)c2ccc(O)cc2)CC1 | i | i | -10 | i | 1 | i | -1 | i | 6 | i | i
COc1ccc(-c2nnc3ccc(SCC(=O)NCC4CCCO4)nn23)cc1 (stereo not drawn) | i | i | -9 | i | -1 | i | -3 | i | 4 | i | i
Cc1ccc(OCCOCCOc2cccc3cccnc23)c(Br)c1 | i | i | -10 | i | 1 | i | 8 | i | 3 | i | i
CC1(OC(=O)C2CCCC2)C(=O)C=C2C=C(c3ccsc3)N(CCCCO)C=C2C1=O (stereo not drawn) | i | i | -14 | i | -4 | i | 4 | i | 0 | i | i
CN(Cc1nc(C(c2ccccc2)c2ccccc2)no1)CC1COCCO1 (stereo not drawn) | i | i | -2 | i | 3 | i | 3 | i | 2 | i | i
CCOc1ccc(NC(=O)CCNS(=O)(=O)c2cccc3nsnc23)cc1 | i | i | -9 | i | -2 | i | -6 | i | -2 | i | i
Cc1ccc(S(=O)(=O)N2CCCC2C(=O)NC2=NCCS2)cc1 (stereo not drawn) | i | i | -5 | i | -18 | i | 10 | i | -2 | i | i
COc1cc(/C=N/n2c(C3CCCCC3)n[nH]c2=S)ccc1O | i | i | -14 | i | -10 | i | 14 | i | 24 | i | i
Cc1ccc(C(=O)NCC(=O)NC2CCCCCC2)cc1 | i | i | -4 | i | -2 | i | 9 | i | 2 | i | i
CC(NC(=O)c1cc2cc(Br)ccc2oc1=N)c1ccccc1 (stereo not drawn) | i | i | -16 | i | 3 | i | 12 | i | -2 | i | i
COc1ccc(OC)c(S(=O)(=O)N2CCCCCC2)c1 | i | i | -5 | i | 0 | i | 1 | i | 4 | i | i
COc1ccccc1/C=C/c1nc(C#N)c(N(C)C)o1 | i | i | -8 | i | -2 | i | -1 | i | -2 | i | i
O=C(NCCCSc1ccccc1)c1ccc(=O)[nH]c1 | i | i | -7 | i | 2 | i | . | i | 0 | i | i

Entries of single compounds as entered above. Order of screens: KCNK9 inh	PolyA inh	hERG rescue	KCNQ1 block	GSK3beta inhib	RGS4 block	DYRK1A inh	KCNK3 inh	GSK3 alpha inh	RGS4 act	KCNQ1 act
Entry for `CC1(OC(=O)C2CCCC2)C(=O)C=C2C=C(c3ccsc3)N(CCCCO)C=C2C1=O` (stereo not drawn) → i	i	-14	i	-4	i	4	i	0	i	i
Entry for `CC(NC(=O)c1cc2cc(Br)ccc2oc1=N)c1ccccc1` (stereo not drawn) → i	i	-16	i	3	i	12	i	-2	i	i
Entry for `Cc1ccc(C(=O)NCC(=O)NC2CCCCCC2)cc1` → i	i	-4	i	-2	i	9	i	2	i	i
Entry for `COc1ccc(-c2nnc3ccc(SCC(=O)NCC4CCCO4)nn23)cc1` (stereo not drawn) → i	i	-9	i	-1	i	-3	i	4	i	i

Next section.
SMILES | KCNK9 inh | PolyA inh | hERG rescue | KCNQ1 block | GSK3beta inhib | RGS4 block | DYRK1A inh | KCNK3 inh | GSK3 alpha inh | RGS4 act | KCNQ1 act
Cc1ccc(-c2cc(C(F)(F)F)c(C#N)c(SCC(=O)O)n2)cc1 | i | i | -8 | i | 5 | i | -1 | i | -1 | i | i
O=C(Nc1nc2c(ccc3ccccc32)s1)c1ccco1 | i | i | -9 | i | 3 | i | 30 | i | -2 | i | i
O=C(Nc1ccn(Cc2ccccc2F)n1)c1ccc(COc2cc(Cl)ccc2Cl)o1 | i | i | -18 | i | 2 | i | 7 | i | -1 | i | i
Cc1nn(-c2ccccc2)c(C)c1C(=O)NCc1cccs1 | i | i | -7 | i | -1 | i | 3 | i | -2 | i | i
CCOC(=O)CCC(NC(=O)c1ccccc1C(=O)NC(CCC(=O)OCC)C(=O)OCC)C(=O)OCC (stereo not drawn) | i | i | -6 | i | -3 | i | -3 | i | 1 | i | i
CC1(C)C2CCC(C2)C1(C)NC(=O)CNC1CCCCC1 (stereo not drawn) | i | i | -19 | i | 2 | i | 10 | i | 1 | i | i
COc1cc(C(=S)N2CCOCC2)ccc1OC(=O)c1ccccc1C | i | i | -6 | i | -4 | i | 3 | -8.8* | -1 | i | i
CCn1c(SCC(=O)N2CCCC2)nc2c(c1=O)SC(C)C2 (stereo not drawn) | i | i | -4 | i | 2 | i | -3 | i | 1 | i | i
COC(=O)c1noc(C)c1-c1ccnn1C(=O)c1ccc(C)cc1 | i | i | -9 | i | 1 | i | 15 | i | -1 | i | i
C#CC1(NC(=O)NCCCC)CCCCC1 | i | i | -4 | i | -1 | i | 7 | i | 0 | i | i
Cc1occc1C(=O)NNC(=O)CN1C(=O)NC(C)(c2ccccc2)C1=O (stereo not drawn) | i | i | -10 | i | -3 | i | 6 | i | 0 | i | i
NC(=NC(=O)c1ccc(OCC(F)(F)F)nc1)c1ccc(Cl)cc1 | i | i | -6 | i | 2 | i | . | i | -1 | i | i
Nc1ccc(C(=O)N2CCN(S(=O)(=O)c3ccc(Cl)s3)CC2)cc1[N+](=O)[O-] | i | i | -8 | i | 0 | i | -2 | i | 1 | i | i
CS(=O)(=O)N(CC(=O)NCc1ccco1)c1ccc(Cl)c(C(F)(F)F)c1 | i | i | -5 | i | -2 | i | 3 | i | -2 | i | i
CCCCOn1c(C)c(C(=O)OCC)c2c3no[n+]([O-])c3ccc21 | i | i | -1 | i | -7 | i | 11 | i | 3 | i | i
COC(=O)c1ccc(C(=O)NC(=S)Nc2nc3c(s2)CC(C)CC3)cc1 (stereo not drawn) | i | i | -2 | i | -3 | i | 0 | i | 0 | i | i
O=C(NC(=S)Nc1ccc(S(=O)(=O)N2CCOCC2)cc1)c1ccccc1[N+](=O)[O-] | i | i | -5 | i | 1 | i | -2 | i | -1 | i | i
COc1ccc(OCCCC(=O)NCc2ccco2)cc1 | i | i | -3 | i | -13 | i | 2 | i | -1 | i | i
CC1=NN(c2ccccc2)C(=O)C1N=Nc1ccc(C)cc1 (stereo not drawn) | i | . | -11 | i | 3 | i | . | . | -3 | i | i
O=C(/C=C/c1ccc(Cl)c([N+](=O)[O-])c1)Nc1ccc(N2CCCC2)c(Cl)c1 | i | i | -3 | i | 0 | i | -6 | i | -2 | i | i
COc1cccc(/C=C/C(=O)NCCc2ccc(OC)c(OC)c2)c1 | i | i | -3 | i | 2 | i | 5 | i | -1 | i | i
